IMPase Li cell: membrane-permeable IMPase blocker, potentiated with lithium | AID 1457 | CHO-M1 cells, IP1 TR-FRET (IP-One), carbachol + lithium | actives 0.35% (n = 210,000) | Potency, µM (highest dose often 59.4 µM), for the others: at the highest dose activity, negative = IMPase inhibition, actives largely listed as inhibitors;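 note: IP1 builds up when IMPase is blocked and the TR-FRET signal falls; plate controls were basal vehicle for no effect and high inhibitor control for full effect; nearly all actives have a fitted effect of over 50% in size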
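CHO cells stably expressing M1 receptor (2000/well) were cultured 16–30 h, then exposed to compounds with a small lithium addition for 30 min at 37C. IP1 was measured by TR-FRET competition; AC50 from Hill fits.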
HTT ATP protect: cytoprotection in Huntington HTT-Q103 PC12 cell model; actives 0.14% (n = 230,000); PC12 HTT-Q103 induced, cytoprotection, ATP luminescence, 40 h; AID 1471; Potency, µM (doses to about 56.4 µM), without a hit: cytoprotection (ATP increase), usual class: activators;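 note: % of control where 0% means no effect; nearly all actives have a fitted effect of over 45% in size; toxic huntingtin expression switched on by the ecdysone agonist tebufenozide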
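PC12 cells with ecdysone-inducible HTT exon 1 Q103-GFP, induced with 100 nM tebufenozide and co-treated with library compounds in a dose series (1536-well, 1500 cells/well). Cytoprotection read as ATP content by ATPlite luminescence.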
HTT aggregate: reduces HttQ103-GFP aggregates in PC12 cells | actives 1.1% (n = 220,000) | Potency, µM (series often up to 46.1 µM), inactives show top-dose activity change, negative = inhibition, most hits filed as inhibitors | PC12 HttQ103-GFP aggregates, Acumen cytometry, 40 h; note: % is set by controls: 0 for no effect and ±100 for the full control effect; nearly all actives have a fitted effect of over 60% in size
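Multiplexed with ATP-based cell death, this channel scores GFP aggregates in PC12 cells expressing inducible HTTex1-Q103-GFP. Induction used 100 nM tebufenozide; compounds were tested in concentration series.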
aGlu spleen mod: inhibitors or activators of human alpha-glucosidase in spleen homogenate | human spleen homogenate, 4-MU-alpha-glucoside fluorescence | Potency, µM (top dose mostly 79.9 µM), without a hit: at the highest dose activity change, negative = inhibition, most hits filed as inhibitors | actives 0.006% (n = 240,000) | AID 2112;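 note: 0% = enzyme with vehicle and -100% = no enzyme basal signal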
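Compounds were titrated against alpha-glucosidase in spleen homogenate at pH 5.0, with 1 mM 4-methylumbelliferyl substrate for 40 min at 37 C. Reactions were quenched with pH 10 NaOH/glycine and fluorescence measured.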
RGS12 GoLoco inh: inhibitors of human Gai1-RGS12 GoLoco interaction (red fluorophore); P63096; Gai1:RGS12 GoLoco peptide FP, rhodamine, 10 min; Potency, µM (highest dose often 61.6 µM), inactives show top-dose activity, negative = inhibition, hits mostly inhibitors; actives 0.44% (n = 230,000); AID 880; active = well fitted inhibition curve with a large enough effect, not every such curve was filed as active; inactive = no such curve, though single readings can be large or run the other way; note: % is set by controls: 0 for no effect and ±100 for the full control effect; nearly all actives have a fitted effect of over 30% in size; many of its hits are not listed in these tables
Target sequence (P63096 whole entry, looked up): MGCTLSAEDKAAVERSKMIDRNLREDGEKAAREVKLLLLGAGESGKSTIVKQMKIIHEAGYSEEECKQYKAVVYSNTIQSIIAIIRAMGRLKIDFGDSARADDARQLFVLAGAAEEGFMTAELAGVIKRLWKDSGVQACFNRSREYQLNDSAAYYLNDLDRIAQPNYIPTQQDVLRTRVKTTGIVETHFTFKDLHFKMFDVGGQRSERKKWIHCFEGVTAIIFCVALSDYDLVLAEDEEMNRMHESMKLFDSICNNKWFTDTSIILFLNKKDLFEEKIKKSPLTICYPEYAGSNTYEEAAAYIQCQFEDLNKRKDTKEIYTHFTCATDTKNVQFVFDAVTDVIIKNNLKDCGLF
GAA glycogen: alters human alpha-glucosidase cleavage of glycogen. actives 0.38% (n = 300,000). Potency, µM (highest dose often 76.4 µM), for inactives: at the top dose activity change, negative = inhibition, most hits filed as inhibitors. recombinant GAA, glycogen substrate, Amplex Red glucose oxidase fluorescence. AID 2100;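 note: 0% = full enzyme reaction and -100% = no-enzyme basal signal; the screen sought inhibitors and activators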
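Recombinant human alpha-glucosidase (4 nM final) hydrolysed bovine liver glycogen (30 ug) for 40 min at 37 C in pH 5.0 citrate/phosphate with 0.01% Tween-20. Released glucose detected by glucose oxidase/Amplex Red, Ex 573/Em 610 nm. Compounds up to 77 uM; AC50 from Hill fits.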
GAA inhib: blocks human lysosomal alpha-glucosidase; P10253; purified human GAA, 4-MU-alpha-glucoside fluorescence; Potency, µM (series often up to 76.9 µM), for inactives: top-dose activity change, negative = inhibition, hits mostly inhibitors; actives 0.005% (n = 200,000); AID 1466;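 note: plate controls were uninhibited enzyme wells for no effect and no-enzyme background for full effect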
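Compounds are titrated up to 77 uM against 4 nM human enzyme. Substrate 4-methylumbelliferyl-alpha-D-pyranoside (400 uM) reacts 20 min at room temperature in pH 5.0 buffer; liberated 4-methylumbelliferone is read at 440 nm.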
Numbers without * were called inactive; ? = inconclusive; . = no result given; [ ] = another dose, or the depositor's remark. Unless noted, calls come from the whole dose curve; as a rule, active = well fitted curve in the direction sought with a large enough effect; inconclusive = small, poorly fitted or top-dose-only effect, or another doubt; inactive = no such curve, though single readings can be large; an effect the other way counts as inactive or inconclusive. Potency is the fitted concentration of half-maximal effect.

# | SMILES | IMPase Li cell | HTT ATP protect | HTT aggregate | aGlu spleen mod | RGS12 GoLoco inh | GAA glycogen | GAA inhib
1 | O=c1c(Cl)c(N2CCN(c3ccc(F)cc3)CC2)cnn1-c1nc2ccccc2s1 | -8.8% | 6.6%[10 µM] | 8.7% | -4.5% | -8.7% | 11.7% | 4.9%
2 | CC(=O)N(C)N1c2ccccc2CCc2ccccc21 | -2.4% | 26.1% | 4.0% | -2.6% | 4.8% | -7.9% | 3.7%
3 | CCn1c(SCC(=O)N/N=C/C(C)=C/c2ccco2)nnc1-c1ccccc1 | -0.7%[38.3 µM] | -16.8% | -4.0% | -1.6% | 2.7% | -6.2% | 0.7%
4 | O=[N+]([O-])c1ccc2nc(SCc3cn4cc(Cl)ccc4n3)[nH]c2c1 | 9.7% | -17.0%[10 µM] | 1.9% | 2.4% | 126.0%[activator] | -5.8% | 4.4%
5 | COC(=O)CCC(=O)OC1(C)C(=O)C2=CN(Cc3ccc(OC)cc3)C(c3ccc(OC)cc3)=CC2=C(Br)C1=O (stereo not drawn) | 9.4% | 0.8%[10 µM] | . | -8.0%[17.4 µM] | 26.4%[14.2 µM] | . | .
6 | Clc1ccccc1-c1nc(NC2CCNCC2)c2ccccc2n1 | 1.5% | -56.2%[inhibitor] | . | -3.1% | 0.3% | . | .
7 | Cc1ccc(CNC(=O)c2ccccc2N)cc1 | -2.9%[38.3 µM] | -14.9% | -13.9% | 0.0% | 2.5% | 10.0% | 10.4%
8 | Cc1ccc(C(=O)COc2ccccc2N2C(=O)c3ccccc3C2=O)cc1 | -6.4% | 8.0%[10 µM] | 5.3% | 1.9% | -0.5% | -3.0% | -3.3%
9 | c1ccc(COc2ccc(OCCCNC3CCCC3)cc2)cc1 | 40.8%[38.3 µM] | -4.7% | -4.5% | -2.4% | -4.7% | -8.0% | -5.4%
10 | O=C(NC(=S)NCCc1ccccn1)c1ccco1 | -5.9% | -7.6% | -9.9% | 7.0% | 5.0% | 3.0% | -4.1%
11 | COc1ccc(S(=O)(=O)c2ccc(OC)cc2)cc1 | 18.6%[38.3 µM] | -1.8% | -6.5% | -4.4% | -1.4% | -0.8% | 2.0%
12 | COc1ccc(N2C(=O)C(Cl)=C(Nc3c(C)n(C)n(-c4ccccc4)c3=O)C2=O)cc1 | 30.1%[38.3 µM] | 7.1%[10 µM] | 1.3% | 1.8% | -20.2% | 25.1µM* | 5.6%
13 | O=C(NNC(=O)c1cccnc1)Nc1ccc([N+](=O)[O-])cc1 | 11.0% | 3.2%[10 µM] | 4.2% | 5.2% | 1.6% | -24.4% | 3.1%
14 | CN(C(=O)c1cccnc1)c1nnc(-c2cnccn2)s1 | 7.9%[38.3 µM] | -25.6%[10 µM] | 17.6% | -4.3% | 2.4% | -1.0% | -1.8%
15 | O=C1N/C(=N/S(=O)(=O)c2ccccc2)S/C1=C/c1cccnc1 | -0.7% | -0.4%[10 µM] | 3.1% | -3.8% | 14.8% | 9.8% | -3.4%
16 | CC1=C2C(=O)OC(c3ccoc3)C2(C)CCC1 (stereo not drawn) | 22.0%[38.3 µM] | -15.7% | -29.5% | -6.9% | 8.1% | 3.9% | ?
17 | CCOC(=O)C1=C[C@@]2(CC)CCCN3CCc4c(n1c1ccccc41)C32 (stereo partly drawn) | 8.6% | 0.3% | . | 4.7% | -1.4% | . | .
18 | COCC(=O)NC1CCN(C(=O)NCc2ccccc2)CC1 | -15.4%[38.3 µM] | 7.8% | 6.5% | 3.8% | -6.2% | 3.6% | 0.5%
19 | COc1ccccc1NC(=O)N(CCN(C)C)Cc1cc2cc(C)ccc2[nH]c1=O | 0.6%[38.3 µM] | 2.2% | -1.5% | -1.1% | 6.3% | -16.7% | -8.4%
20 | CCOC(=O)c1c(NC(=S)Nc2ccc(OCC)cc2)sc2c1CCN(C)C2 | . | 5.3%[10 µM] | -6.6%[9.22 µM] | -1.1% | 10.7% | -16.9% | ?
21 | CCOc1[nH]n(-c2ccccc2)c(=O)c1C=Nc1ccc(F)cc1F | -6.1% | -29.5% | 14.1% | . | -0.6% | 4.7% | 2.1%
22 | Cn1nnc2cc(C(=O)Nc3ccc(Cl)cc3)ccc21 | -9.6% | 25.3%[10 µM] | -12.3%[9.22 µM] | 3.7% | 4.0% | -6.0% | 9.5%
23 | Cc1ccc(CNCC(O)(c2ccccc2)c2ccc(Cl)cc2)cc1 (stereo not drawn) | 29.7% | -46.1% | ? | . | -3.4% | 5.8% | -5.2%
24 | O=C1CC(SC(=NCc2ccc3c(c2)OCO3)Nc2ccccc2)C(=O)N1 (stereo not drawn) | 20.9%[38.3 µM] | 11.0% | 4.1% | -16.8% | 2.6% | -2.6% | -3.0%

Two of the compounds above, as labelled records.
22: Cn1nnc2cc(C(=O)Nc3ccc(Cl)cc3)ccc21
- IMPase Li cell: -9.6%
- HTT ATP protect: 25.3%[10 µM]
- HTT aggregate: -12.3%[9.22 µM]
- aGlu spleen mod: 3.7%
- RGS12 GoLoco inh: 4.0%
- GAA glycogen: -6.0%
- GAA inhib: 9.5%
23: Cc1ccc(CNCC(O)(c2ccccc2)c2ccc(Cl)cc2)cc1 (stereo not drawn)
- IMPase Li cell: 29.7%
- HTT ATP protect: -46.1%
- HTT aggregate: ?
- aGlu spleen mod: .
- RGS12 GoLoco inh: -3.4%
- GAA glycogen: 5.8%
- GAA inhib: -5.2%

Further structures follow:
# | SMILES | IMPase Li cell | HTT ATP protect | HTT aggregate | aGlu spleen mod | RGS12 GoLoco inh | GAA glycogen | GAA inhib
25 | O=[N+]([O-])c1ccc(S(=O)(=O)NCCN2CCOCC2)cc1 | 15.1% | 24.5%[10 µM] | 0.0%[9.22 µM] | -4.3% | 7.5% | -2.0% | 12.0%
26 | Cc1nonc1NC(=O)CSc1nc(C23CC4CC(CC(C4)C2)C3)nc2ccccc12 | . | 4.0%[10 µM] | -17.9%[9.22 µM] | 1.4% | -1.1% | -8.2% | .
27 | CC(=O)Nc1nc(S(=O)(=O)c2ccc(C)cc2)c(Cl)s1 | 19.9%[38.3 µM] | -1.9% | -13.5% | -0.5% | 1.5% | 3.7% | 0.3%
28 | COc1ccc(CNC(=O)CSc2nnc(-c3cccnc3)n2N)cc1 | -7.7% | 0.2% | 2.2% | -4.7% | 39.6%[activator] | 0.5% | 7.6%
29 | CC(=O)N(C[C@@H](C)C(=O)O)c1c(I)cc(I)c(N)c1I | -1.2% | -3.4%[40.3 µM] | 6.7%[20.6 µM] | 6.6%[29.1 µM] | 7.2%[21.6 µM] | . | .
30 | COc1ccc(CNC(=O)C(C)N=C2NS(=O)(=O)c3ccccc32)cc1OC (stereo not drawn) | -15.6%[38.3 µM] | -8.9% | 22.7% | 1.2% | 2.4% | 4.6% | -27.0%
31 | COc1ccc(-c2oc3cc(OC)c(O)c(OC)c3c(=O)c2OC)cc1O | 4.5% | -8.4%[10 µM] | 1.2%[9.22 µM] | -14.6% | 8.9% | -21.3% | .
32 | COc1cccc(C2=N/C(=C\N(C)C)C(=O)O2)c1 | -9.3%[38.3 µM] | -17.0% | -20.6% | 3.8% | 9.1% | 3.0% | -1.8%
33 | Cc1[nH]n2c(=O)c3c(nc2c1-c1ccc(Cl)cc1)CCC3 | 21.2%[38.3 µM] | -9.3% | ? | -1.3% | 8.5% | 0.1% | -9.0%
34 | Cc1ccc(OCC(=O)N/N=C\c2ccc(O)c([N+](=O)[O-])c2)c([N+](=O)[O-])c1 | 5.8% | -69.9%[inhibitor] | -8.5% | 2.5% | -15.2% | 2.9% | -0.7%
35 | Cc1cccc(S(=O)(=O)N2CCC(CO)(Cc3ccccc3)CC2)c1 | 6.8% | 14.1%[10 µM] | 16.4%[9.22 µM] | -3.1% | 5.2% | 4.1% | ?
36 | COc1c2ccoc2c(OCC=C(C)C)c2oc(=O)ccc12 | 9.1% | . | -2.4% | -4.3% | 2.0% | 9.1% | 4.9%
37 | O=C(O)c1cc(O)c2c(c1)[C@H]([C@H]1c3cc(C(=O)O)cc(O)c3C(=O)c3c(O[C@@H]4OC(CO)C(O)C(O)C4O)cccc31)c1cccc(O[C@@H]3OC(CO)C(O)C(O)C3O)c1C2=O (stereo partly drawn) | 4.1% | -75.9%[inhibitor] | 9.4% | 1.3% | 7.94µM* | . | .
38 | O=C(CSc1nnc(Cc2ccccc2)n1-c1ccc(F)cc1)N1CCOCC1 | 30.9%[38.3 µM] | 12.2% | -2.6% | 3.6% | 5.9% | 0.9% | -1.1%
39 | Nc1c(C(=O)NCCN2CCOCC2)c2nc3ccccc3nc2n1CCc1ccccc1F | -1.7%[38.3 µM] | -33.7%[inhibitor][0.074 µM] | 2.7% | -1.1% | 35.1%[activator] | -4.9% | ?
40 | O=C(Nc1ccc2c(c1)C(=O)NC2=O)c1ccc2ncsc2c1 | ? | 21.6% | 3.5% | 11.2% | 41.2%[activator] | 20.6% | 2.4%
41 | Cc1cc(C)c2c(C)c(C(=O)NCc3ccncc3)oc2c1 | 1.8% | 21.9%[10 µM] | 10.9% | 2.9% | 5.4% | 3.0% | -6.1%
42 | COC(=O)c1cc(=O)n(Cc2ccc(OC)c(OC)c2)c(=Nc2ccc(F)cc2)s1 | 10.6%[38.3 µM] | -32.7%[inhibitor] | ? | -1.1% | 11.8% | 1.4% | -5.9%
43 | CCOC(=O)Nc1ccccc1N1C(=O)c2ccccc2C1=O | 1.5%[38.3 µM] | 17.3% | -6.0% | -7.0% | 1.1% | 5.9% | -10.1%
44 | CCOc1ccc(NC(=O)C2CCCN(C)C2)cc1 (stereo not drawn) | . | 25.3%[10 µM] | -15.7%[9.22 µM] | 1.4% | 9.4% | 2.5% | .
45 | O=C(COC(=O)/C=C/c1cccc(Cl)c1)NCCc1ccc(Cl)cc1Cl | 7.4% | -3.9%[10 µM] | 2.1% | -0.1% | 1.9% | 2.5% | 1.0%
46 | CS(=O)(=O)N1N=C(c2ccco2)CC1c1ccccc1 (stereo not drawn) | 12.0% | 20.9%[10 µM] | 6.5% | -9.6% | 8.8% | 8.7% | -1.7%
47 | CCOC(=O)C1CC2CC(C1)CN(C(=O)C1CCCCC1)C2 (stereo not drawn) | 4.5% | -13.9% | -3.4% | 2.1% | -2.2% | -3.7% | -19.3%
48 | Cc1nnc(SCC(=O)NCCN2C(=O)CSC2=O)s1 | 26.8%[38.3 µM] | -2.9%[10 µM] | -19.1% | -5.6% | 2.4% | -14.5% | 6.5%
49 | CCc1ccc2[nH]c(=O)c(CN(CCN(CC)CC)C(=O)Nc3ccccc3OC)cc2c1 | 19.7%[38.3 µM] | -2.8% | -21.9% | -6.8% | 0.6% | -6.2% | 0.0%
50 | CN1CCN([C@@H](c2ccccc2)c2ccc(Cl)cc2)CC1 | 8.7% | ? | 12.6%[20.6 µM] | -11.2%[29.1 µM] | 4.6%[21.6 µM] | . | .

From PubChem BioAssay

A portion of the library (hit frequency here may not be typical).
